# LDHA inh: qHTS assay for inhibitors of human lactate dehydrogenase; activity change, % (values are at about 110 or 230 µM); L-lactate dehydrogenase A chain (Homo sapiens), P00338; 0.15% of 480,000 active; AID 1347041, 2019; purified LDHA, NADH/diaphorase-resazurin fluorescence; stronger effect = lower value; in the data active = activity change below about -30%; inconclusive = mostly about -25% to -30%;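 note: plate controls were DMSO wells for no effect and wells without enzyme for full effect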
#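 Remaining NADH was detected by diaphorase (0.133 mg/mL) converting 37 µM resazurin to fluorescent resorufin, read at 0 and 20 minutes. The preceding 5-minute room-temperature reaction used 2 nM LDHA, 0.2 mM sodium pyruvate and 0.06 mM NADH at pH 7.4.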
# TrxR1 substrate: qHTS Assay for Substrates of Mammalian Selenoprotein Thioredoxin Reductase 1 (TrxR1): qHTS; Potency, µM (series often up to 114 µM), for inactives: at the highest dose activity change, negative = substrate turnover; Thioredoxin reductase 1, cytoplasmic (Rattus norvegicus), O89049; 0.01% of 390,000 active; purified TrxR1 substrate turnover, NADPH consumption readout; AID 588456, 2011; note: potency is the fitted concentration of half-maximal effect; % is set by controls: 0 for no effect and ±100 for the full control effect; nearly all actives have a fitted effect of over 50% in size
#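 Rat TrxR1, dispensed at 90 nM, was prereduced with 400 uM NADPH (final) for 5 min at ~22 deg C, then incubated with compound 15 min before 400 uM selenite. A first-read NADPH fluorescence drop versus no-compound background flagged substrates.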
# Vif-A3F inh: qHTS for Inhibitors of Vif-A3F Interactions: qHTS. AID 602313, 2012. 0.2% of 390,000 active. Potency, µM (doses to about 46.1 µM), inactives show at the top dose activity, negative = active. HeLa A3F-eYFP + Vif (tagged APOBEC3F with the HIV-1 protein that degrades it), YFP fluorescence increase; note: potency is the fitted concentration of half-maximal effect; % of control where 0% means no effect; nearly all actives have a fitted effect of over 65% in size
#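 HeLa cells stably expressing A3F-eYFP plus Vif, plated and incubated overnight at 37 deg C, then exposed to compounds overnight at 37 deg C. Blocked degradation read as raised yellow fluorescence (Ex 488/Em 500-530).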
# Vif-APOBEC3G blk: qHTS for Inhibitors of Vif-A3G Interactions: qHTS. DNA dC->dU-editing enzyme APOBEC-3G (Homo sapiens), Q9HC16. HeLa A3G-eYFP + Vif (tagged APOBEC3G with the HIV-1 protein that degrades it), YFP fluorescence, overnight. Potency, µM (titrated, usually from 46.1 µM), without a hit: top-dose activity, negative = active, usual class: inhibitors. 0.076% of 410,000 active;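 note: potency is the fitted concentration of half-maximal effect; % is set by controls: 0 for no effect and ±100 for the full control effect; nearly all actives have a fitted effect of over 60% in size; hits raise eYFP signal because A3G escapes Vif-driven loss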
#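 HeLa cells stably expressing Vif and C-terminally eYFP-tagged A3G, seeded overnight at 37 deg C, then exposed to compound by pintool overnight at 37 deg C. Rise in yellow fluorescence (Ex 488/Em 500-530, Acumen) marks blocked Vif-driven A3G degradation.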
# rTrxR1 inhibitor: qHTS Assay for Inhibitors of Mammalian Selenoprotein Thioredoxin Reductase 1 (TrxR1): qHTS. Thioredoxin reductase 1, cytoplasmic (Rattus norvegicus), O89049. recombinant rTrxR1, NADPH fluorescence consumption, selenite substrate. Potency, µM (titrated, usually from 114 µM), for inactives: at the top dose activity change, negative = inhibition, most hits filed as inhibitors. 1% of 390,000 active. AID 588453, 2011; note: potency is the fitted concentration of half-maximal effect; % is set by controls: 0 for no effect and ±100 for the full control effect; nearly all actives have a fitted effect of over 65% in size
#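 Rat TrxR1 (90 nM in the dispensed reagent) was pre-reduced with 400 uM NADPH for 5 min at room temperature, then incubated with compound for 15 min. After 400 uM selenite was added, NADPH fluorescence (Ex 340/Em 450 nm) was followed for 8 min.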
# mIDH1 inhibitor: qHTS for Inhibitors of mutant isocitrate dehydrogenase 1 (IDH1): qHTS; AID 602179, 2012; Isocitrate dehydrogenase [NADP] cytoplasmic (Homo sapiens), O75874; IDH1-R132H enzyme, NADPH consumption, diaphorase/resazurin fluorescence; 0.093% of 390,000 active; Potency, µM (highest dose often 76.6 µM), without a hit: top-dose activity change, negative = inhibition, actives largely listed as inhibitors; note: potency is the fitted concentration of half-maximal effect; % is set by controls: 0 for no effect and ±100 for the full control effect; nearly all actives have a fitted effect of over 65% in size
#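 IDH1-R132H (0.5 ug/mL) preincubated 30 min with compound, then NADPH (0.016 mM) and alpha-KG (2 mM) added; 80 min at RT, pH 7.5. Remaining NADPH coupled via diaphorase/resazurin to fluorescence (540/590 nm); concentration-response curves normalized to no-enzyme control.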
# Glioma ERSR ind: qHTS for Inducers of the Endoplasmic Reticulum Stress Response (ERSR) in Human Glioma: qHTS; U87-MG GRP78 promoter luciferase reporter, 16 h; Potency, µM, for inactives: at the top dose activation, usual class: activators; 0.02% of 420,000 active; AID 602332, 2012; note: potency is the fitted concentration of half-maximal effect; series mostly up to about 76 µM; % of control where 0% means no effect; nearly all actives have a fitted effect of over 35% in size
#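 Stably transfected U87-MG glioma cells carrying a GRP78-based luciferase sensor; 16 h compound incubation. Luminescence end-point read 10 min after Bright-Glo addition at room temperature.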
# RGS4 inhibitor: Inhibitors of Regulator of G Protein Signaling (RGS) 4: qHTS | Potency, µM (top dose mostly 114 µM), without a hit: at the highest dose activity change, negative = inhibition, hits mostly inhibitors | Transcreener GDP fluorescence polarization, RGS4-accelerated GTP hydrolysis | Regulator of G-protein signaling 4 (Homo sapiens), P49798 | AID 504845, 2011 | 0.039% of 390,000 active; note: potency is the fitted concentration of half-maximal effect; % is set by controls: 0 for no effect and ±100 for the full control effect; nearly all actives have a fitted effect of over 75% in size; some results filed as inactive show a strong effect at the top dose
# Target sequence (P49798 whole entry, looked up): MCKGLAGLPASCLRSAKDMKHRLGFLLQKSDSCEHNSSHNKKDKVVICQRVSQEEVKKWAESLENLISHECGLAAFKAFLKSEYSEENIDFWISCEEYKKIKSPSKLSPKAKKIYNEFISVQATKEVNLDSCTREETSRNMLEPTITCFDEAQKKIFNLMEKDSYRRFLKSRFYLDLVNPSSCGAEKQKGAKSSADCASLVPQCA
#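 MLSMR compounds (23 nl, pin-transferred) preincubated 10 min at room temperature with a 500nM (2x) first reagent, then RGS4 at 900nM (2x) plus Transcreener GDP mix added; fluorescence polarization (620/688 nm) read before and after 90 min at 30 °C.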
# USP1 inh: Inhibitors of USP1/UAF1: Primary Screen; Ubiquitin carboxyl-terminal hydrolase 1 (Homo sapiens), O94782; recombinant USP1/UAF1, Ub-Rhodamine cleavage fluorescence; Potency, µM (doses to about 57.1 µM), inactives show top-dose activity change, negative = inhibition, most hits filed as inhibitors; 0.23% of 390,000 active; AID 743255, 2014; note: potency is the fitted concentration of half-maximal effect; % is set by controls: 0 for no effect and ±100 for the full control effect; nearly all actives have a fitted effect of over 60% in size; inactives centre near -12
# Target sequence (O94782 whole entry, looked up): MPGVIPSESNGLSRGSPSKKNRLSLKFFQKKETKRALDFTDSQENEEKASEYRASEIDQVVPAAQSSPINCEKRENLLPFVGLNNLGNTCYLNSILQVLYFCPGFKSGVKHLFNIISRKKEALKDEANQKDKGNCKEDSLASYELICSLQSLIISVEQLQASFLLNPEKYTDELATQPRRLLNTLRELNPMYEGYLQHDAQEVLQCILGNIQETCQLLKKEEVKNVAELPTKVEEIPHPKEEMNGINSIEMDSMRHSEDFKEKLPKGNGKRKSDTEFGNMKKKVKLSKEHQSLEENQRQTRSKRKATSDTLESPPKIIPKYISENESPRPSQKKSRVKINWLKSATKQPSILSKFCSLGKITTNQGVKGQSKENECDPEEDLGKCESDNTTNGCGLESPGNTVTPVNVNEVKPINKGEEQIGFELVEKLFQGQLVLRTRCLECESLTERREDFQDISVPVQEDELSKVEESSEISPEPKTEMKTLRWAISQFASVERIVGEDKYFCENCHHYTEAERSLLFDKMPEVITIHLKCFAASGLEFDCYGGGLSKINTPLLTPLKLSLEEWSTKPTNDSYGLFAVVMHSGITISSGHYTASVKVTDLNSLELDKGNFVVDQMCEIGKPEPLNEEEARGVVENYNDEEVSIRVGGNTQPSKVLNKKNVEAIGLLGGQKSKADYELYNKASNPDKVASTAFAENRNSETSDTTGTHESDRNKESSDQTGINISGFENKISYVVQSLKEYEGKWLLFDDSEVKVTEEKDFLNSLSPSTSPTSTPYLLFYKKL
#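 1 nM enzyme complex + cpd, 15 min RT; start with Ub-Rho 150nM final; kinetic fluorescence ex 480/em 540, 6 reads q60 s. Buffer 50mM HEPES pH 7.8, 0.5mM EDTA, 0.1 mg/ml BSA, 1mM TCEP, 0.01% Tween-20.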
# Numbers without * were called inactive; u = inconclusive; x = not tested or not shown; & = joins results of further samples; [ ] = dose if it differs, or a comment. Unless noted, calls come from the whole dose curve; as a rule, active = well fitted curve in the direction sought with a large enough effect; inconclusive = small, poorly fitted or top-dose-only effect, or another doubt; inactive = no such curve, though single readings can be large; an effect the other way counts as inactive or inconclusive. Only part of the results is shown (hit frequency here may not be typical).
SMILES,LDHA inh,TrxR1 substrate,Vif-A3F inh,Vif-APOBEC3G blk,rTrxR1 inhibitor,mIDH1 inhibitor,Glioma ERSR ind,RGS4 inhibitor,USP1 inh
O=C(COC(=O)c1cn(-c2ccccc2)nc1-c1ccccc1)Nc1ncc(Cl)cc1Cl,-1,5%,u,-7%,-1%,13%,-2%,-41%,-18%
COc1ccc(C2CC2C(C)=O)cc1 (stereo not given),0,4%,u,-5%,-1%,5%,2%,-6%,-17%
COCCNC(=O)CSc1nc2nn(-c3ccccc3)c(=O)c-2c2n1CCCCC2,-5,7%,12%,0%,13%[57.1 µM],-4%,-2%,u,-6%
Cc1cccc(-c2nnc(SCC(=O)Nc3cccc(C(=O)N4CCOCC4)c3)n2C)c1,-10,4%[57.1 µM],1%,1%,3%[57.1 µM],3%,-3%,13%,-12%
O=S1(=O)CCOC[C@H](c2ccccc2)N1Cc1ccc(F)cc1,x,-1%,x,-3%,13%,x,0%,x,x
CCOC(=O)CSc1nnc(-c2ccco2)n1-c1ccccc1,6,-4%,1%,0%,u,4%,-6%,2%,-19%
CC(=O)Nc1c(-c2ccccc2)nc2ncccn12,0,123%[activator],1%,0%,6%,14%,-2%,-26%,-21%
COc1ccccc1CNCCSc1nnnn1C,-10,9%[11.4 µM],-4%,1%,-4%,6%,-2%,-5%,-7%
CCN1CCN(c2cc(C)c3cc(NC(=O)c4cncc(Br)c4)ccc3n2)CC1,-3,-6%,-12%,-9%,1%,5%,-2%,-6%,4%
COc1cc(/C=C/C(=O)OCC(=O)Nc2ccc(C)cc2[N+](=O)[O-])ccc1O,-2,8%,9%,-11%,26%,2%,-4%,22%,-7%
O=C(CN1C(=O)c2ccccc2S1(=O)=O)NCCSCc1c(F)cccc1Cl,-3,-5%,u,-3%,15%,4%,4%,-19%,1%
CCCc1cc(C(=O)N2CCCC(C(=O)c3ccc(Cl)cc3)C2)n(C)n1 (stereo not given),-1,-9%[57.1 µM],7%,7%,21%[57.1 µM],9%,1%,-39%[56.9 µM],-15%
Cc1noc(C)c1S(=O)(=O)N1CCC(C(N)=O)CC1,3,10%,-15%,2%,37%,10%,-3%,-29%,-17%
CC(=O)N1CCC(C(=O)Nc2ccc(S(=O)(=O)N3CCCCC3)cc2)CC1,-7,-4%,-14%,-2%,1%,1%,-5%,29%,-15%
O=C1C=C(c2cc(Cl)cc(Cl)c2)C[C@@H](c2ccc3c(c2)OCO3)C1,-17,0%,-3%,-8%,27%,-4%,-3%,0%,-16%
CN(C)CCN(C(=O)C1CCCCC1)c1nc2cc3c(cc2s1)OCCO3,1,x,-2%,3%,x,3%,-1%,x,-15%
Cc1ccc(C(=O)NCC(=O)OCc2csc(-c3ccccc3)n2)cc1,-5,-14%,-9%,0%,-4%,9%,1%,-11%,-9%
COc1cccc(-c2nc(CS(=O)(=O)CC(=O)Nc3ccccc3Cl)c(C)o2)c1,-1,-2%,1%,2%,-32%,11%,-4%,-13%,-22%
O=C(CCS(=O)(=O)c1ccc(F)cc1)Nc1nnc(-c2ccco2)o1,-1,-2%[57.1 µM],6%,u,-6%[57.1 µM],-2%,7%,-12%,-8%
O=c1c2ccccc2c(-c2ccc(Cl)cc2)nn1-c1ccccc1,-3,-4%,-5%,4%,-4%,6%,-1%,11%,-10%
COc1ccc2[nH]c(C(=O)Nc3cccc(C)n3)cc2c1,-16,8%,-1%,-2%,u,-13%,-7%,10%,-26%
O=C(CCC1N=C2c3ccccc3N=C(SCc3cccc(Cl)c3)N2C1=O)NCc1ccco1 (stereo not given),-9,9%[57.1 µM],10%,-5%,-19%[57.1 µM],3%,-6%,39%,-3%
COC(=O)C1=C(C)N(C)C(=S)NC1c1ccccc1 (stereo not given),-4,-7%,1%,0%,-14%,3%,-5%,29%,-3%
Cc1cc(C)c(C(=O)N2CCCC(CNS(=O)(=O)N(C)C)C2)o1 (stereo not given),-2,-4%,-9%,0%,3%,0%,8%,-1%[11.4 µM],-13%
O=C(O)c1ccccc1OC(C(=O)Nc1cc(Cl)cc(Cl)c1)c1ccccc1 (stereo not given),-8,3%[57.1 µM],-24%,0%,1%[57.1 µM],7%,-1%,0%,-2%
CCN(C(=O)CN1C(=O)S/C(=C\c2ccc(F)cc2)C1=O)C1CCS(=O)(=O)C1 (stereo not given),-1,-17%[57.1 µM],5%,-4%,3%[57.1 µM],11%,2%,-32%[56.9 µM],-4%
Cc1ccc(S(=O)(=O)NCC(=O)N(CC(=O)NC2CCCCC2)CC2CCCO2)cc1 (stereo not given),-7,4%,-17%,1%,11%,-2%,-2%,7%,3%
CCCOc1ccc(/C=N/Nc2cccc([N+](=O)[O-])c2)c(O)c1,-2,0%[57.1 µM],-14%,0%,9%,3%,-1%,-19%,-16%
CC(C)c1nnc(NC(=O)c2cccc(NC(=O)C(F)(F)F)c2)s1,-8,2%,7%,-5%,-6%,6%,-5%,u,-19%
C[C@H](CO)N1C[C@H](C)[C@H](CN(C)Cc2ccc(Oc3ccccc3)cc2)Oc2ccc(NC(=O)Nc3cccc4ccccc34)cc2CC1=O,1,2%,8%,0%,-4%,2%,1%,8%,-18%
CO/N=C(\c1nonc1N)N1CCN(c2ccc(Cl)cc2[N+](=O)[O-])CC1,-7,5%[57.1 µM],-6%,-4%,6%[57.1 µM],1%,-4%,3%[11.4 µM],-23%
CC(Sc1nnc(-c2ccccc2F)n1C1CC1)C(=O)NC(N)=O (stereo not given),-3,10%[57.1 µM],-14%,0%,33%[57.1 µM],1%,-6%,-2%,-6%
N#Cc1cccc(NC(=O)C2SC(=Nc3ccccc3)C(C(=O)N3CCOCC3)=C2N)c1 (stereo not given),2,-3%,3%,-12%,13%,10%,-4%,1%,-19%
O=C(N/N=C/c1ccccn1)c1cc(C2CC2)[nH]n1,6,2%[57.1 µM],-3%,-6%,4%[57.1 µM],2%,-5%,-11%,-15%
Cc1ccc(SCC(=O)OCC(=O)NCCC2=CCCCC2)cc1,1,-2%,-2%,0%,1%,6%,-2%,-31%,-18%
O=c1c2ccccc2sc2nc(C3CCCCC3)n(Cc3ccco3)c(=O)c12,-3,3%,-9%,0%,-4%,-3%,-3%,-41%,-21%
O=C(NNC(=O)c1ccc(Cl)cc1Cl)Nc1ccccc1,-4,-4%,-21%,2%,-5%,1%,0%,-14%,-10%
Cc1ccc(CNC(=O)C2CCN(S(=O)(=O)N3CCC(C)CC3)CC2)cc1,-5&-16,2%[57.1 µM],-7%&0%,-1%&0%,17%[57.1 µM],-3%&-4%,-2%&-4%,-19%,12%&5%
O=C(C1CCN(S(=O)(=O)Cc2ccccc2)CC1)N1CCN(c2ccc(F)cc2)CC1,-1,-4%,11%,4%,-2%,-3%,-2%,8%,-14%
CCc1cccc(C)c1NC(=O)c1ccc(CN2CCc3ccccc3C2)cc1,1,1%,-27%,-2%,8%,7%,-4%,-12%,-12%
CCOc1ccc(CCNC(=O)Cn2nc(CC)n3c(cc4c(OC)cccc43)c2=O)cc1OCC,-6,12%,-7%,2%,17%,20%,-5%,-8%,-20%
CCOC(=O)c1nnn(-c2nonc2N)c1CN1CCc2ccccc2C1,-4,7%,-15%,1%,16%,10%,-1%,16%,-21%
Cc1c(NC(=O)c2ccc(C(C)(C)C)cc2)cccc1[N+](=O)[O-],-4,-7%,-4%,2%,4%,7%,0%,14%,-15%
Cc1cc(C)n2c(SCC(=O)N(C)C3CCS(=O)(=O)C3)nnc2n1 (stereo not given),-7,3%,1%,1%,-6%,-7%,-3%,-28%,-18%
COc1ccc(NC(=O)c2ccc(CN3CCN(c4ccccc4)CC3)cc2)cc1,-1,-3%,-1%,0%,4%,1%,-7%,8%,-19%
COc1cccc(NC(=O)N2CCC(CN3CCOCC3)CC2)c1,4,6%,0%,0%,25%,3%,-1%,-18%,1%
O=C(O)c1ccc2cccc(O)c2n1,21,4%[57.1 µM],7%,0%,13%[57.1 µM],11%,1%,8%,6%
Cc1ccc(CN2CCC(n3nccc3NC(=O)CCOc3ccccc3)CC2)cc1C,1,-12%,1%,1%,-5%,-2%,-6%,0%,-10%
C=C(C)CNC(=S)NNC(=O)c1ccc(Br)cc1,-3,-8%,1%,1%,-15%,0%,0%,-6%,-10%
Cc1ccc(-n2c(=O)[nH]cc(C(=O)Nc3ccc4c(c3)OCCO4)c2=O)cc1,-7,8%,-4%,0%,15%,4%,4%,-10%,-13%

# Assay outcomes from PubChem.
